Bioassay records (PubChem)
Pol kappa inh – qHTS for Inhibitors of Polymerase Kappa. purified Pol kappa, fluorescent DNA synthesis assay, 10 min. Potency, µM (highest dose often 107 µM), for inactives: at the top dose activity, negative = inhibition, usual class: inhibitors. DNA polymerase kappa (Homo sapiens), Q9UBT6. 0.53% of 400,000 active. AID 588579, 2011; note: % is set by controls: 0 for no effect and ±100 for the full control effect
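Fluorescent qHTS in 1536-well format: enzyme (10 nM) and compound sat 15 min at room temperature before 50 nM substrate (final) was added. Signal taken at 0 and 10 min; no-enzyme buffer wells were negative controls.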
BAZ2B block – qHTS Assay for Inhibitors of BAZ2B; AlphaScreen BAZ2B-H3K14Ac peptide displacement; Potency, µM (series often up to 114 µM), for the others: at the highest dose activity change, negative = inhibition, most hits filed as inhibitors; 4.4% of 360,000 active; AID 504333, 2011; note: % is set by controls: 0 for no effect and ±100 for the full control effect; nearly all actives have a fitted effect of over 60% in size
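AlphaScreen displacement: compounds (up to 110uM) incubated 30 min at room temperature with a preformed 50 nM BAZ2B/50 nM biotinylated H3K14Ac peptide complex in PBS pH 7.4 with Tween-20. Donor and acceptor beads at 10 ug/mL final added, 20 min light-protected before reading.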
APE1 inh – qHTS Assay for Inhibitors of the Human Apurinic/apyrimidinic Endonuclease 1 (APE1). Potency, µM (top dose mostly 65.8 µM), inactives show at the top dose activity change, negative = inhibition, hits mostly inhibitors. DNA repair nuclease/redox regulator APEX1 (Homo sapiens), P27695. AID 2517, 2012. 0.35% of 350,000 active. recombinant APE1, TAMRA/BHQ-2 abasic DNA cleavage fluorescence;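 note: plate controls were vehicle for no effect and reference inhibitor for full effect; nearly all actives have a fitted effect of over 55% in size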
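Activity was derived from the fluorescence gain between first and third kinetic reads (60 s intervals, ex 525/em 598 nm) after 50 nM THF-abasic TAMRA/BHQ-2 duplex was added to 0.75 nM APE1 preincubated 15 min with compound.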
G9a inh – qHTS Assay for Inhibitors of Histone Lysine Methyltransferase G9a; Histone-lysine N-methyltransferase EHMT2 (Homo sapiens), Q96KQ7; G9a H3K9 monomethylation, AlphaScreen, 2 h; Potency, µM (highest dose often 102 µM), without a hit: at the top dose activity, negative = inhibition, hits mostly inhibitors; 8.8% of 350,000 active; AID 504332, 2011; note: % is set by controls: 0 for no effect and ±100 for the full control effect; nearly all actives have a fitted effect of over 75% in size
Target sequence (Q96KQ7 913-1193 limits assumed): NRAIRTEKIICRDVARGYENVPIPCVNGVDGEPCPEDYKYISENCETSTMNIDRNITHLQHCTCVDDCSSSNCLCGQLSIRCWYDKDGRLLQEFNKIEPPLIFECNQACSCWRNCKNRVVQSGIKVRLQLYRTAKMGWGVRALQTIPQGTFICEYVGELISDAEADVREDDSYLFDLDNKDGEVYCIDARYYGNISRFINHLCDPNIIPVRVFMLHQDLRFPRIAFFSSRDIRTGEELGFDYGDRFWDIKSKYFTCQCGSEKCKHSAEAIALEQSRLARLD
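Compounds were preincubated with 20 nM G9a for 15 min, after which biotinylated H3K9 peptide (500 nM) and SAM (20 uM) started a 2 h room-temperature reaction. Monomethylated product was quantified by antibody-based AlphaScreen chemiluminescence.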
BLM inh – qHTS Assay for Inhibitors of Bloom's syndrome helicase (BLM); Potency, µM (doses to about 56.1 µM), for the others: top-dose activity change, negative = inhibition, hits mostly inhibitors; 0.2% of 350,000 active; recombinant BLM DNA unwinding, fluorescence dequenching; RecQ-like DNA helicase BLM (Homo sapiens), P54132;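 note: plate controls were vehicle for no effect and no enzyme for full effect; nearly all actives have a fitted effect of over 35% in size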
Pol beta inh – qHTS Assay for Inhibitors of DNA Polymerase Beta. Pol beta primer extension/strand displacement, fluorescence kinetic. 1.3% of 340,000 active. Potency, µM (top dose mostly 114 µM), without a hit: at the top dose activity change, negative = inhibition, actives largely listed as inhibitors; note: % is set by controls: 0 for no effect and ±100 for the full control effect
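Pol beta (10 nM) and compounds were preincubated 15 min at room temperature, then 50 nM substrate (final) started primer extension/strand displacement. Reads were taken at 0 and 10 min; concentration-response data were fitted to a four-parameter Hill equation.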
Pol iota inh – qHTS for Inhibitors of Polymerase Iota; Pol iota fluorescent replication assay, 10 min; Potency, µM (series often up to 115 µM), without a hit: at the highest dose activity, negative = inhibition, actives largely listed as inhibitors; 1% of 390,000 active; AID 588590, 2011
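Pol iota at 10 nM preincubated 15 min with compounds at room temperature; reaction started with fluorescent substrate, 50 nM final. Fluorescence read kinetically at 0 and 10 min; buffer-only wells as negative control.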
Pol eta inh – qHTS for Inhibitors of Polymerase Eta | DNA polymerase eta (Homo sapiens), Q9Y253 | recombinant Pol eta, fluorescent DNA replication assay | Potency, µM (titrated, usually from 114 µM), for the others: at the top dose activity change, negative = inhibition, actives largely listed as inhibitors | 1.2% of 390,000 active; note: % is set by controls: 0 for no effect and ±100 for the full control effect
Target sequence (Q9Y253 whole entry, looked up): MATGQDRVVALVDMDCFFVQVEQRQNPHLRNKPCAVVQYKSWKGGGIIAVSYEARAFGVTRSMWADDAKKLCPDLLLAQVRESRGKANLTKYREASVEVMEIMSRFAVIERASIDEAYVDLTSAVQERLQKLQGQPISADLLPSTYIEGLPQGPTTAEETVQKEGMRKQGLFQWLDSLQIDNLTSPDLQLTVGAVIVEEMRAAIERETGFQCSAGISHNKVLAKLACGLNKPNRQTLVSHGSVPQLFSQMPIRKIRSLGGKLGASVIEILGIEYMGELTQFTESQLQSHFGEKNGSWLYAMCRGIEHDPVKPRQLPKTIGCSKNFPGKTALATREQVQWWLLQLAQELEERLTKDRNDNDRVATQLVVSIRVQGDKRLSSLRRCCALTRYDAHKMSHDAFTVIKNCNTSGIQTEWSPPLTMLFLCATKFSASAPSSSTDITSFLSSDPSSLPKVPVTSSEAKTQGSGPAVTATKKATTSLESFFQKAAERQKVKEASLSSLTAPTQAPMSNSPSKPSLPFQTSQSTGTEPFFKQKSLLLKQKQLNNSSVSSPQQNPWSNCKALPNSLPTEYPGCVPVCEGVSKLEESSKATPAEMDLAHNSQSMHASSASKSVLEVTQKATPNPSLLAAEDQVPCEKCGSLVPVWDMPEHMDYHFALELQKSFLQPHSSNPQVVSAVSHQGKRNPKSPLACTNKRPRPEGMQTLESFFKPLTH
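Fluorescent replication assay: 50 nM final substrate added after a 15 min room-temperature compound preincubation with 10 nM enzyme. Signal taken at 0 min and again at 10 min.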
JMJD2A Tudor inh – qHTS Assay for Inhibitors of JMJD2A-Tudor Domain. Potency, µM (highest dose often 114 µM), for inactives: at the highest dose activity change, negative = inhibition, hits mostly inhibitors. AlphaScreen JMJD2A-Tudor / H3K4me3 peptide binding. 4.4% of 390,000 active. Lysine-specific demethylase 4A (Homo sapiens), O75164. AID 504339, 2011; note: % is set by controls: 0 for no effect and ±100 for the full control effect; nearly all actives have a fitted effect of over 50% in size
Active calls of the source: *; ? = inconclusive; · = no result given; & = joins results of further samples; [ ] = remark or other dose. Calls come from the whole dose curve; as a rule, active = well fitted curve in the direction sought with a large enough effect; inconclusive = small, poorly fitted or top-dose-only effect, or another doubt; inactive = no such curve, though single readings can be large; an effect the other way counts as inactive or inconclusive. Potency is the fitted concentration of half-maximal effect.

SMILES	Pol kappa inh	BAZ2B block	APE1 inh	G9a inh	BLM inh	Pol beta inh	Pol iota inh	Pol eta inh	JMJD2A Tudor inh
O=C(CCn1c(=O)c2cccn2c2cccnc21)N1CCN(c2ccc(F)cc2)CC1	9%	?	·	-22%[59 µM]	10%	-10%	-14%	-14%	-11%
N#CC1(c2cccc(Br)c2)C(=O)Nc2ccccc21 (stereo not given)	6%	·	·	·	·	·	32%[activator]	-7%	2%
CNC(=O)c1[nH]cnc1C(=O)NCC(=O)OC(C)(C)C	-8%	-30%	1%	?	-1%	3%	15%	-3%	-8%
COC(=O)c1cccc(NC(=O)Nc2ccccc2OC)c1	-7%	-10%	-5%	2%	-11%	1%	69%[activator]	-27%	7%
COC(=O)CSc1ccsc1C(=O)O	-3%	-17%	15%	-19%	1%	8%	67%[activator]	-17%	-15%
CC(=O)NCCCOc1ccc([N+](=O)[O-])cc1Cl	-8%	-7%	-10%	8%	-2%	44%	-4%	-4%	-7%
CCOC(=O)c1sc2nc(SCC#N)n(CC3CCCO3)c(=O)c2c1C (stereo not given)	-5%	-2%	13%	16%[12.7 µM]	1%	8%	23%	-21%	-13%
CCN(CC)c1ccc(/C=N/N2CCN(Cc3ccc(C)cc3)CC2)c(O)c1	-13%	-12%	-2%	-50%[12.7 µM]	3%	16%	7%	2%	?
COc1cc(-c2nc(-c3ccccc3)c(-c3cc([N+](=O)[O-])ccc3C)[nH]2)cc(OC)c1OC	-9%	?	0%	10µM*	-7%	3%	?	?	?
O=C(NCCN1CCOCC1)c1cc(-c2cccs2)on1	1%	-5%	4%	29%[59 µM]	5%	29%	-1%[58.9 µM]	0%	-21%
COc1ccc(/C=C/C(=O)OCC(=O)N2CCCCCC2)c(OC)c1	-4%	9%	1%	24%[59 µM]	·	·	-16%	4%	-10%
Cc1cccc(C)c1NC(=S)N(CCN1CCCCCC1)Cc1ccco1	0%	-34%	0%	-14%[59 µM]	0%	-23%	73%[activator]	-19%	-25%
Cc1ccc(NC(=O)c2sccc2C)nc1	3%	-2%	5%	·	1%	9%	9%	-8%	15%
O=S1(=O)CCOC[C@H](Cc2ccccc2)N1Cc1ccccc1	-1%	·	·	·	·	·	24%	-18%	-4%
O=C(Nc1cccc(-c2nnc(-c3ccco3)o2)c1)C(c1ccccc1)c1ccccc1	-22%	-9%	-6%	-6%	-11%	1%	3%	3%	-20%
CC(C)N1CCN(CC#Cc2ccccc2)CC1CCO (stereo not given)	6%	-11%	-1%	-5%[12.7 µM]	-1%	4%	-21%	-9%	-9%
CN(C)c1nc(=S)nc(NCc2ccccc2)[nH]1	-13%	-13%	-2%	37%[activator][59 µM]	1%	1%	117%[activator]	-18%	2%
Cn1nc(C(=O)NCCc2ccc(Cl)cc2)c2c1-c1ccccc1S(=O)(=O)C2	-17%	?	-11%	-1%	-3%	-2%	-16%	-10%	-20%
CC(=O)c1ccc(NC(=O)C(C)O/N=C(\N)c2ccccc2)cc1 (stereo not given)	-7%	·	37%	·	·	·	14%	-15%	-8%
Cc1c(NS(=O)(=O)c2cccc([N+](=O)[O-])c2)c(=O)n(-c2ccccc2)n1C	-3%	0%	14%	-1%[2.33 µM]	-2%	29%	44%[activator]	3%	-10%
COc1ccccc1CNC(=O)c1cc(-c2ccccc2)n(Cc2cc(C)no2)n1	0%	?	-4%	16%[2.33 µM]	·	·	?	-1%	?
N=c1c2c(ncn1CCCO)Oc1cc(O)ccc1C2c1ccccc1 (stereo not given)	15%	-12%	-3%	-3%	-1%	19%	-11%	-18%	-5%
COC(=O)C(Cc1ccc(OC(=O)c2ccc(C(F)(F)F)cc2)cc1)N1Cc2ccccc2C1=O (stereo not given)	-10%	-9%	-5%	18%	-13%	23%	-14%	-23%	-27%[11.4 µM]
COc1ccc(CNc2ccc(C)cc2)cc1Br	-6%	50µM*	2%	?	-4%	-1%	9%	-16%	-36%[57.1 µM]
O=C(CCN1CCCC1)c1cccs1	6%	25%	6%	25µM*	1%	22%	10%	-8%	-3%

An excerpt from above in order of their number in BLM inh, largest number first.
SMILES	Pol kappa inh	BAZ2B block	APE1 inh	G9a inh	BLM inh	Pol beta inh	Pol iota inh	Pol eta inh	JMJD2A Tudor inh
O=C(CCN1CCCC1)c1cccs1	6%	25%	6%	25µM*	1%	22%	10%	-8%	-3%
CC(=O)NCCCOc1ccc([N+](=O)[O-])cc1Cl	-8%	-7%	-10%	8%	-2%	44%	-4%	-4%	-7%
COc1ccc(CNc2ccc(C)cc2)cc1Br	-6%	50µM*	2%	?	-4%	-1%	9%	-16%	-36%[57.1 µM]
COc1cc(-c2nc(-c3ccccc3)c(-c3cc([N+](=O)[O-])ccc3C)[nH]2)cc(OC)c1OC	-9%	?	0%	10µM*	-7%	3%	?	?	?
COC(=O)c1cccc(NC(=O)Nc2ccccc2OC)c1	-7%	-10%	-5%	2%	-11%	1%	69%[activator]	-27%	7%
COC(=O)C(Cc1ccc(OC(=O)c2ccc(C(F)(F)F)cc2)cc1)N1Cc2ccccc2C1=O (stereo not given)	-10%	-9%	-5%	18%	-13%	23%	-14%	-23%	-27%[11.4 µM]

(cont.)
SMILES	Pol kappa inh	BAZ2B block	APE1 inh	G9a inh	BLM inh	Pol beta inh	Pol iota inh	Pol eta inh	JMJD2A Tudor inh
CCOC(=O)C1CCCN(CC(=O)Nc2c(C(=O)OC)[nH]c3ccc(C)cc23)C1 (stereo not given)	-13%	1%	3%	-12%	-3%	1%	15%	3%	-28%
O=C(Cn1cnc2c(nnn2Cc2ccc(Cl)cc2)c1=O)N1CCN(c2ccccc2)CC1	0%	-6%	17%	·	-7%	-1%	13%	-11%	-15%
O=C(NCCC1=CCCCC1)C1CCCN(S(=O)(=O)c2cnc[nH]2)C1 (stereo not given)	-4%	11%	7%	2%	-1%	30%	-1%	-10%	-6%
CCC(C)Oc1ccccc1C1CC(=O)NC2=C1C(=O)CCC2 (stereo not given)	-15%	3%	-7%	7%[12.7 µM]	0%	26%	-9%	-18%	18%
Clc1ccccc1-c1nc(Nc2ccncc2)c2ccccc2n1	-3%[60.1 µM]	·	-7%	16%[0.501 µM]	-8%	·	·	·	·
O=C(O)CC12CC3CC(C1)CC(n1ncc(NCc4ccc5c(c4)OCO5)c(Cl)c1=O)(C3)C2	·	-15%	-9%	-1%[59 µM]	-3%	8%	·	·	·
CCc1nnc(NC(=O)c2cc(OC)c(OC)cc2[N+](=O)[O-])s1	-7%	0%	-13%	·	-1%	41%	123%[activator]	-24%	11%[57.1 µM]
O=c1cc(-c2ccccc2)nc2nc[nH]n12	-4%	6%	-6%	?	0%	0%	20%	0%	-11%
Cc1cc(C)n2nc(SCC(=O)Nc3ccccc3)nc2n1	-4%&5%	-12%&-6%	-11%	-28%[59 µM]	-3%&-2%	2%&6%	?	-6%&5%	-5%&-9%
Cc1ccc(-c2nc(CNC(=O)c3cc(C)on3)cs2)cc1	4%	2%	-10%	·	-3%	12%	25%	-8%	-18%
COC(=O)c1ccc(C(=O)N(C)C2CCCN(Cc3ccccc3F)C2)nc1 (stereo not given)	13%	-32%	51%[activator]	6%	2%	1%	38%[activator]	0%	-9%
CC(O)c1nc2ccccc2n1CCCCOc1ccccc1 (stereo not given)	-3%	0%	3%	6%	-5%	-3%	26%	-22%	-16%
CC1=CC(C)C2(CO)COC(c3cccnc3)C1C2C (stereo not given)	12%	2%	0%	-10%[59 µM]	0%	?	8%	-14%	-3%
CCc1cc2c(cc3c(=O)n(CC(=O)N4CCCCC4)ncn32)s1	5%	27%	·	22%[59 µM]	-2%	13%	18%	-8%	-2%
CCN1CCCC1CNC(=O)Cn1cccc1C(=O)c1ccccc1 (stereo not given)	3%	9%	-3%	-39%	-5%	16%	2%	-10%	-7%
CN(Cc1cc(=O)n2ccsc2n1)C1CCCCC1	-20%	-31%	-1%	50µM*	-5%	-1%	0%	-7%	-3%
CCOc1ccc(CCNC(=O)/C=C/c2ccco2)cc1OCC	-17%	?	34%[activator]	35µM*	0%	-23%	-12%	-9%	-34%
O=C(CCCCCN1C(=O)c2ccccc2C1=O)NCc1ccco1	-15%	-5%	1%	?	0%	1%	10%	-18%	-19%
Cc1cc(Cl)cc2c1NC(=O)[C@]21[C@@H]2C(=O)N(Cc3ccccc3)C(=O)[C@@H]2[C@@H]2CCCN21	-24%	?	-9%&-8%	?	-9%&-11%	?	-5%	?	?
COc1ccc(N(CC(=O)N2CC=C(c3ccccc3)CC2)S(=O)(=O)c2c(C)noc2C)cc1	2%	6%	-4%	-13%	-8%	-29%	4%	-8%	-23%
CCCCOc1ccc(N2C(=O)CC(N(CCc3ccccc3)C(=O)/C=C/C(=O)O)C2=O)cc1 (stereo not given)	-12%	-4%	-3%	?	-7%	?	-11%	?	-32%
COc1cc(C2C3=C(CC(C)(C)CC3=O)Nc3c2c(=O)[nH]c(=O)n3Cc2ccccc2)ccc1O (stereo not given)	-9%	-5%	-9%	?	-1%	12%	32%[activator]	-9%	-16%
COc1ccc(NS(=O)(=O)c2c(C(=O)N3CCCCCC3)c(C)n(C)c2C)cc1OC	10%	-18%[57.1 µM]	90%	-3%	-1%	-10%	48%[activator]	-5%	-27%
CCC(=O)N1c2ccccc2CC1C(=O)NCCc1ccc(OC)cc1OC (stereo not given)	-9%[60.1 µM]	-17%	·	0%[12.7 µM]	1%	-6%	-11%	6%	-7%
COc1ccc(C(=O)c2c(C(F)(F)F)oc3c2C(=O)c2ccccc2C3=O)cc1	-11%	7.9µM*	-5%	7.9µM*	-3%	-1%	?	-17%	?
COc1cc(/C=C2/C(=O)NN(c3cccc(F)c3)C2=O)ccc1OC(=O)c1ccco1	-7%	?	1%	28µM*	0%	?	?	?	-25%
CC(=O)c1c(C)[nH]c(C(=O)OCc2nc3ccsc3c(=O)[nH]2)c1C	-1%	-27%	36%	2%[2.33 µM]	·	·	7%	-12%	-12%

These rows are one share of the data; count on the stated rates, not on these rows.
